PglD inh = blocks C. jejuni PglD acetyltransferase activity | purified PglD enzyme, DTNB colorimetric CoA detection | inhibition, % at 12.5 µM | 360,000 compounds, 0.098% hits | AID 602405; in the data active = inhibition above about 16%, passing the limit was not always enough; also: strong numbers were not always called active
EWS-Fli inh = EWS/Fli transcriptional activity inhibition. A673 NR0B1-luciferase reporter, viability-normalised. AID 651661. 350,000 compounds, 0.67% hits. inhibition, % at 12.6 µM;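 active = mean inhibition of at least 50% after viability correction, with every replicate also passing that limit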;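 also: firefly luciferase signal divided by Alamar Blue viability fluorescence both relative to DMSO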
ERAP1 HTS inh = ERAP1 (human) enzyme inhibition; 340,000 compounds, 0.15% hits; recombinant ERAP1, Leu-AMC fluorescence, 60 min; inhibition, % at 10.7 µM;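 active = mean replicate inhibition of at least 30%, or all replicates individually reaching that 30% level; inactive = mean below 30% and not every replicate reaching it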;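 also: 0% = neutral control wells and 100% = L-leucinethiol positive control wells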
Target sequence (Q9NZ08 whole entry, looked up): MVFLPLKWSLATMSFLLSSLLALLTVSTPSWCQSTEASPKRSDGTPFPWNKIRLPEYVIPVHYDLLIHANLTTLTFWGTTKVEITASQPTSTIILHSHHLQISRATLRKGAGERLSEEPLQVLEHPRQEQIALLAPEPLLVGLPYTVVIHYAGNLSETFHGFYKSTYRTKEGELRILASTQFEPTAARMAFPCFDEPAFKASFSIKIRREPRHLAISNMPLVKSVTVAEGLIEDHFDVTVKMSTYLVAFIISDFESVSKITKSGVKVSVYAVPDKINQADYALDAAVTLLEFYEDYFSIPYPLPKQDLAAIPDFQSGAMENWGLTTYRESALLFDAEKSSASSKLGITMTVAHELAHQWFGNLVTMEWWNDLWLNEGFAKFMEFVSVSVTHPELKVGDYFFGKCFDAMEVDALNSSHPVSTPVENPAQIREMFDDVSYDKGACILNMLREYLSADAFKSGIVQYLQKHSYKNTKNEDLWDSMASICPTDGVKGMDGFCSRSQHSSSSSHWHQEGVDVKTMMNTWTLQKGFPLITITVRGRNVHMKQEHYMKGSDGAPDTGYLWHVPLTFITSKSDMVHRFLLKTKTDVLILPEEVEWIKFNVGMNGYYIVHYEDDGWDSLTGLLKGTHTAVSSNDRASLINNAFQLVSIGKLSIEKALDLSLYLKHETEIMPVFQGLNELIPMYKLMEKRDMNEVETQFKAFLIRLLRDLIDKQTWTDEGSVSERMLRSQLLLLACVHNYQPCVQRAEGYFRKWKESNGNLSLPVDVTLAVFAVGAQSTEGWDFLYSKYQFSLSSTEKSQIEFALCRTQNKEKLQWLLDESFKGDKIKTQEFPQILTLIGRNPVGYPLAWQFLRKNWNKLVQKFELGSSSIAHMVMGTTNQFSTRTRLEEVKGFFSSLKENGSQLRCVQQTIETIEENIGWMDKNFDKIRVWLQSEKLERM
S100A4 inh HTS = S100A4-myosin IIA interaction inhibition | P26447 | S100A4/TAMRA-MyoIIA peptide fluorescence polarization | inhibition, % at 10.7 µM | 360,000 compounds, 0.14% hits | AID 652163;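 active = mean inhibition of at least 70% across replicates, with every replicate also reaching that level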
Target sequence (P26447 whole entry, looked up): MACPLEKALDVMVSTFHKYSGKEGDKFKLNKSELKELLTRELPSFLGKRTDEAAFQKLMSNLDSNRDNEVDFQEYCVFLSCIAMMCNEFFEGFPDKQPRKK
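System – human S100A4 monomer protein, biochemical binding assay · Buffer or medium – Calcium-containing HEPES buffer, pH 7.2 · Timing – 5 min between mix addition and reading · Also added – TAMRA-labelled myosin IIA heavy-chain peptide probe, 5 nM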
FN deposition inh = fibronectin deposition inhibition; AH1F fibroblasts, Alexa488-fibronectin deposition fluorescence, overnight; inhibition, % at 12.6 µM; 350,000 compounds, 0.086% hits;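 active = mean inhibition across replicates of 30% or more, regardless of how many single replicates reach that level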;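 also: positive control wells lacked labelled fibronectin entirely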
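Material: AH1F fibroblast monolayer depositing Alexa488-labelled fibronectin into matrix | Input: 10000 AH1F cells/well | Medium: DMEM plus 2% serum, read in PBS | Reagent: Alexa488-fibronectin, 24 nM final in well | Compound dosing: One dose per compound, pinned | Schedule: 1 h adhesion, overnight exposure | Measured by: Fluorescence at 485 nm excitation, 525 nm emission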
PAX8 inh HTS = PAX8 transcriptional activity inhibition; RMG-I TPO-luciferase reporter, SteadyGlo, 24 h; inhibition, % at 12.6 µM; 360,000 compounds, 1.2% hits;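 active = mean replicate inhibition at least 60% with every replicate also reaching 60%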;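 also: luciferase light reporting Pax8 driven TPO promoter activity; plate controls were median of neutral control wells for no effect and mitoxantrone controls for full effect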
PGC1a acetyl inh = PGC1a acetylation modulation, inhibitor mode; 350,000 compounds, 0.17% hits; U2OS PGC1a acetylation, AlphaScreen anti-acetyl-lysine; with virally co-expressed GCN5 acetyltransferase; inhibition, % at 15.6 µM;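 active = every replicate shows inhibition of at least 40%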;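 also: 0% = neutral control wells and 100% = positive control wells; some results beyond the cut were filed as inactive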
LGR2 antag = inhibitors of bursicon-induced Drosophila LGR2 receptor cAMP signaling. HEK293 LGR2, CRE-luciferase, bursicon-stimulated, 4 h. inhibition, % at 9.99 µM. 380,000 compounds, 0.35% hits;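 active = drop in luminescence signal, shown as inhibition above about 50% in the replicate tests, limit read from the data, passing the limit was not always enough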;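 also: agonist challenge used bursicon conditioned medium at about half maximal strength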
Starred values were filed as active, the others as inactive; nt = not tested or not shown.

structure	FN deposition inh	PGC1a acetyl inh	S100A4 inh HTS	ERAP1 HTS inh	LGR2 antag	PglD inh	PAX8 inh HTS	EWS-Fli inh
COc1ccc(NC(=S)NCCCc2ccccc2)cc1	nt	nt	0	-2	4	nt	-7	4
COc1ccc(NC(=O)Nc2cccc(C)n2)cc1	-5	-4	3	0	-51	5	-177	-91
CNC(=O)C[C@@H]1CC[C@H]2[C@H](COc3ccc(NC(=O)c4ccc(OC)cc4)cc3C(=O)N2C)O1	-44	-3	-17	4	-24	-2	20	-4
CC(C)C#Cc1cnc2c(c1)C(=O)N([C@H](C)CO)C[C@@H](C)[C@@H](CN(C)C(=O)Nc1cccc(F)c1)O2	-8	4	12	4	10	-2	21	3
O=C(C[C@H]1C=C[C@@H](NC(=O)Nc2cc(F)ccc2F)[C@@H](CO)O1)NCc1ccccn1	nt	-9	-8	-2	-8	-1	-4	2
COc1ccc(CN(C)C[C@@H]2OCCCC[C@@H](C)Oc3ccc(NC(=O)NC4CCCCC4)cc3C(=O)N([C@H](C)CO)C[C@@H]2C)cc1	3	-21	4	1	-4	-1	nt	-7
Cc1cc(C)c(C(=O)C(C)OC(=O)Cn2cnc3c2c(=O)n(C)c(=O)n3C)cc1C (stereo unspecified)	4	nt	-3	-2	-11	nt	2	-1
COc1ccccc1CCN=C(N)NS(=O)(=O)c1cccs1	nt	nt	0	10	-11	nt	-3	6
S=c1[nH]nc(Cc2cccs2)n1-c1ccccc1Cl	nt	33	-28	14	0	nt	-4	8
COCc1cc(C)nc2sc(C(=O)Nc3ccc(OC)cc3)c(N)c12	0	8	-8	-1	-22	-4	-92	-117
CCOC(=O)C1=CCCN(S(=O)(=O)c2ccc(C)cc2)C1	7	-8	1	-5	-4	-2	-2	2
CCCN1CCN(S(=O)(=O)c2ccc3c(c2)CCC(=O)N3)CC1	nt	2	19	-1	1	-2	0	0
CC(=O)N(C)C[C@H]1Oc2ncc(C#CCC3CCCC3)cc2C(=O)N([C@@H](C)CO)C[C@@H]1C	5	-16	3	-4	18	0	nt	-7
C[C@H](O)C#Cc1ccc([C@@H]2[C@H](CO)N3CCCCN(CC4CCOCC4)C[C@@H]23)cc1	nt	7	-4	3	3	1	-17	-9
O=C1CCc2cc(S(=O)(=O)Nc3ccc(C(F)(F)F)cc3)cc3c2N1CC3	-7	nt	-6	-3	3	4	-13	8
C=C(C)CN(CC)Cc1c(C(=O)N(C)CCCC)nc2ccccn12	-9	-4	-3	-4	9	-10	10	-3
CCn1c(=O)c(C(=O)Nc2ncccc2C)c(O)c2ccccc21	7	nt	-1	6	-7	nt	0	0
OC(c1cccc(Cl)c1)c1nc(-c2ccccc2)cs1 (stereo unspecified)	-3	-18	-6	3	-12	5	-9	4
COc1ccccc1-c1cn(CC[C@H]2CC[C@H](NC(=O)Cc3ccccn3)[C@H](CO)O2)nn1	0	-5	3	0	-11	-5	-25	2
COc1ccc2nc(C)c(C(=O)NN)cc2c1	3	12	nt	nt	20	4	-2	nt
COc1ccc(CNC(=O)COC(=O)c2ccc(OCc3c(C)noc3C)cc2)cc1OC	-1	nt	3	-2	4	nt	-5	34
Cc1noc(C)c1S(=O)(=O)Nc1ccc2c(c1)C(=O)N([C@H](C)CO)C[C@H](C)[C@@H](CN(C)Cc1ccc(Cl)c(Cl)c1)OCCCC[C@H](C)O2	nt	-6	-6	0	14	nt	21	nt
COc1ccc(S(=O)(=O)Cc2ccc(C(=O)NC3CCCCCC3)o2)cc1	18	0	-20	5	10	5	-3	9
COc1ccccc1N1CCN(C(=O)C2CCCN(S(=O)(=O)c3ccc4c(c3)CCCN4C(C)=O)C2)CC1 (stereo unspecified)	-10	nt	-1	-1	5	0	19	nt

An excerpt from above in order of their number in PglD inh, lowest first.
mol	PglD inh
CC(C)C#Cc1cnc2c(c1)C(=O)N([C@H](C)CO)C[C@@H](C)[C@@H](CN(C)C(=O)Nc1cccc(F)c1)O2	-2
C[C@H](O)C#Cc1ccc([C@@H]2[C@H](CO)N3CCCCN(CC4CCOCC4)C[C@@H]23)cc1	1
COc1ccc(NC(=O)Nc2cccc(C)n2)cc1	5

(continued)
structure	FN deposition inh	PGC1a acetyl inh	S100A4 inh HTS	ERAP1 HTS inh	LGR2 antag	PglD inh	PAX8 inh HTS	EWS-Fli inh
Nc1ncnc2c1ncn2[C@@H]1O[C@H](C(=O)N[C@H]2c3ccccc3C[C@H]2OC=O)[C@@H](O)[C@H]1O	-4	-9	-7	-10	12	-2	-11	-2
N#Cc1nc(COc2ccccc2F)oc1N1CCCCCC1	-4	5	nt	nt	nt	-2	-62	nt
Cc1noc(C)c1NC(=O)N(C)C[C@H]1Oc2c(NC(=O)Nc3ccc(C(F)(F)F)cc3)cccc2C(=O)N([C@@H](C)CO)C[C@H]1C	nt	5	22	-1	-23	3	nt	7
Cc1cc(NC(C)C)n2c(nc3ccccc32)c1C#N	-52	6	-7	-3	-14	-3	21	2
Cc1ccc(NC(=O)NNC(=O)CSC2CCc3ccccc32)c(C)c1 (stereo unspecified)	0	nt	-8	-5	-5	nt	28	1
Cc1c(O)nc(SCC(=O)Nc2cccc(C(F)(F)F)c2)n(-c2ccccc2)c1=O	3	nt	21	0	-4	-4	4	nt
COc1ccccc1CNc1nc2cc(-c3ccsc3)sc2c(=O)n1C	-5	1	-3	5	6	-1	30	18
Cc1ccccc1CSCc1nc2ccccc2[nH]1	3	nt	0	0	-57	nt	-58	-27
CCOc1ccc(S(=O)(=O)N2CCCCC2)cc1NC(=O)C1=COCCO1	4	nt	-2	6	-7	2	5	10
CCOc1ccc(-c2cnc3cccnn23)cc1	7	-2	-11	16	-56	3	nt	-64
CCOC(=O)C1(Cc2ccccc2)CCN(Cc2cc(=O)c3ccccc3[nH]2)CC1	nt	-8	0	0	-11	nt	33	10
O=C(CNS(=O)(=O)c1ccc(Cl)cc1)N/N=C/c1ccco1	4	2	-3	0	2	-2	-34	4
O=C(OCC(=O)c1ccc(S(=O)(=O)N2CCCC2)cc1)C1=COCCO1	6	1	nt	nt	nt	4	-1	nt
COC(=O)C(C(=O)OC)c1cc2c(cc1CNS(=O)(=O)c1ccc(C)cc1)OCO2	-15	nt	-2	-1	6	nt	5	0
CCS(=O)(=O)N1CCC2(CC1)CN(C(=O)NC(C)C)[C@H](CO)c1c2c2ccc(OC)cc2n1C	nt	0	2	-2	-2	nt	14	-7
Cc1ccc(Oc2cccc3c2S(=O)(=O)N([C@H](C)c2ccccc2)C[C@@H](COCc2ccccc2)O3)cc1	-1	nt	1	nt	8	nt	17	9
O=C(NCC(=O)N1CCCC1)c1ccccc1F	2	nt	-6	-4	-14	-6	-59	-43
Oc1ccc(NCc2cccc(OCc3ccc(F)cc3)c2)cc1	-15	nt	43	-1	-35	nt	-26	-35
CCNC(=O)C1(C)CCN(Cc2csc(-c3ccccc3)n2)C1 (stereo unspecified)	0	-2	-3	0	-36	6	-83	-46
Cc1ccc(C(=O)OC(C)C(=O)NC2CCCCC2)cc1S(=O)(=O)N1CCCCC1 (stereo unspecified)	-6	-7	1	-1	0	5	17	8
C[C@H]1CCCCO[C@H](CN(C)C(=O)CCCN(C)C)[C@@H](C)CN([C@@H](C)CO)C(=O)c2cc(NS(C)(=O)=O)ccc2O1	nt	2	2	0	-9	0	-20	-4
O=[N+]([O-])c1cnc(Nc2ccc(Cl)cn2)c([N+](=O)[O-])c1	-16	nt	-4	-2	4	2	12	16
C=C1C[C@@]23CCC4[C@@](C)(CCC[C@@]4(C)C(=O)OC)C2CC[C@]1(OC(C)=O)C3 (stereo partly specified)	-3	nt	0	-3	0	2	-12	2
CC(C)C[C@@H]1COc2cccc(NC3CC3)c2S(=O)(=O)N1	-12	nt	0	-4	-6	nt	8	8
O=S(=O)(NC1CCCCC1)c1ccc(N2CCOCC2)nc1	-1	1	1	nt	-10	1	7	11
O=C(Cn1nnc(-c2ccncc2)n1)Nc1ccc2c(c1)CCC2	2	-9	nt	nt	nt	4	-3	nt
COc1ccc(-c2c(C)nn3c(N4CCC(C(=O)NCCN(C)C)CC4)cc(C)nc23)cc1OC	3	-8	nt	nt	nt	-5	15	nt
Oc1c(N=NC(=S)Nc2ccccc2F)c2ccccc2n1Cc1cccc(Cl)c1	nt	-1	-3	0	9	nt	3	27
Cc1onc(NC(=O)c2ccc([N+](=O)[O-])o2)c1Br	6	-6	0	3	7	1	12	0
CC(=O)c1sc(NCCOc2ccc(C)cc2)nc1C	16	nt	2	0	-30	nt	-68	-50
O=C(NCC[C@H]1CC[C@H](NS(=O)(=O)Cc2ccccc2)[C@@H](CO)O1)C1CCCCC1	-11	-19	9	-1	-1	4	11	18
C[C@@H]1CN([C@H](C)CO)C(=O)c2cccc(NC(=O)c3cnccn3)c2O[C@@H]1CN(C)Cc1ccc(Cl)c(Cl)c1	nt	4	-4	-5	-6	1	6	0
COc1cccc(CNC(=O)[C@H]2CCCN2C(=O)[C@H]2CCCN2C(=O)c2cccc3ccccc23)c1	5	nt	-2	-3	-5	nt	-2	1
COc1cccc(-c2cc(NC=O)c3ncc(-c4ccc(C(C)=O)cc4)n3c2)c1	-1	2	-2	2	-35	-3	59	52*
Cc1n[nH]c2ccc(Br)cc2c1=O	-2	-6	8	-4	12	0	-3	5
C[C@H]1CN([C@@H](C)CO)C(=O)c2cccc(NS(=O)(=O)c3cccs3)c2O[C@H]1CN(C)Cc1ccc2c(c1)OCO2	-2	-7	1	4	9	8	nt	-1
CC(C)C(c1nnnn1C(C)(C)C)N1CCC(Cc2ccccc2)CC1 (stereo unspecified)	3	nt	-17	0	-2	2	-10	1
COc1cc(C(O)c2nc(-c3ccc(F)cc3OC)cs2)ccc1F (stereo unspecified)	nt	-6	-3	-2	7	1	2	-4
N#Cc1ccccc1NC(=O)CSc1ccc([N+](=O)[O-])cn1	7	3	-6	nt	5	nt	22	2
COc1cc(/C=N/NC(=O)C(N)=O)ccc1OCC(=O)N1C(C)CCCC1C (stereo unspecified)	7	nt	-4	-1	11	nt	-11	-4
Cc1cc2nnc(SC(C)C#N)n2c2ccccc12 (stereo unspecified)	-6	-2	nt	nt	nt	1	-10	nt
O=C(c1ccccn1)N1N=C2/C(=C/c3ccc(F)cc3)CCCC2C1c1ccc(F)cc1 (stereo unspecified)	-1	nt	nt	nt	11	-1	2	14
CCOc1ccccc1NC(=O)c1cc(=O)[nH]c2ccc(S(=O)(=O)N3CCOCC3)cc12	0	nt	1	4	5	0	-3	-5
CC(Oc1ccc2ccccc2c1)C(=O)N/N=C/c1cccnc1 (stereo unspecified)	-2	-3	-17	0	24	4	4	nt
COc1ccc(-c2nc(CSCC(=O)NCc3ccc4c(c3)OCO4)c(C)o2)cc1OC	4	-11	2	3	-1	-4	-1	3
C[C@H](CO)N1C[C@H](C)[C@H](CN(C)C(=O)Cc2ccncc2)Oc2ncc(C#CCN(C)C)cc2C1=O	nt	-4	-5	-4	4	-6	-23	-4
COc1cc(C(=O)NC(=S)Nc2ccc3[nH]c(=O)[nH]c3c2)cc(OC)c1OC	1	nt	0	-4	3	-3	-7	3
COc1ccc(C2NC(c3ccc(OC)c(OC)c3OC)C(C)C(=O)C2C)c(OC)c1OC (stereo unspecified)	6	-21	nt	nt	nt	-2	11	nt

Source: PubChem (Broad Institute)

An unsorted share of the library, and some 2.1% of all compounds hit somewhere here.
